Source: PubChem BioAssay (Sanford-Burnham Center for Chemical Genomics)
H9c2 TAG inh = triacylglycerol accumulation inhibition. H9c2 cells, Nile Red lipid (TAG) fluorescence; cells loaded with 200 µM oleic acid. inhibition, % at 12.5 µM. 230,000 tested, 0.66% active. AID 651582;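 active = pattern-corrected inhibition of lipid staining of at least 50% with the nuclear-stain viability signal not falling by more than 50%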;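 note: 0% = DMSO wells and 100% = triacsin C control wells; some results filed as inactive read as strong as hits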
H9c2 TAG inh DAPI viability = further read-out of H9c2 TAG inh, marked with its call; DAPI nuclei signal change (viability), lower = more cytotoxic, %;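 whole-well DAPI fluorescence read on a plate reader as a viability signal; minus 50 percent equals half of cells still viable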
* hit, by the source's call. This is a subset; the hit share may differ from the screen's.

Sample of the layout:
structure	H9c2 TAG inh	H9c2 TAG inh DAPI viability
O=[N+]([O-])c1ccc(S(=O)(=O)NCC(c2ccc3c(c2)OCO3)N2CCOCC2)cc1 (stereo unspecified)	-4	0
Cc1cc2c(cc1C)CSC(c1ccccc1OC(=O)C(C)C)SC2	52*	3.3*
O=C(NCc1ccccc1CN1CCOCC1)c1ccc(-n2cccn2)cc1	16	2
COCCN1C(=O)C(CC(=O)Nc2ccccc2)SC1=Nc1ccc(OC)cc1 (stereo unspecified)	-4	-5
CCC(C)(C)NC(=O)C(c1cccn1C)N(Cc1ccc(OC)cc1)C(=O)Cn1nnc2ccccc21 (stereo unspecified)	67*	-4.1*

The listing, repeating the preview:
structure	H9c2 TAG inh	H9c2 TAG inh DAPI viability
O=[N+]([O-])c1ccc(S(=O)(=O)NCC(c2ccc3c(c2)OCO3)N2CCOCC2)cc1 (stereo unspecified)	-4	0
Cc1cc2c(cc1C)CSC(c1ccccc1OC(=O)C(C)C)SC2	52*	3.3*
O=C(NCc1ccccc1CN1CCOCC1)c1ccc(-n2cccn2)cc1	16	2
COCCN1C(=O)C(CC(=O)Nc2ccccc2)SC1=Nc1ccc(OC)cc1 (stereo unspecified)	-4	-5
CCC(C)(C)NC(=O)C(c1cccn1C)N(Cc1ccc(OC)cc1)C(=O)Cn1nnc2ccccc21 (stereo unspecified)	67*	-4.1*
CC1CCc2c(sc(NC(=O)CSc3ncnc4c3cnn4-c3ccccc3Cl)c2C#N)C1 (stereo unspecified)	2	5
CC1CCCCC1NC(=O)CSc1ncnc2sccc12 (stereo unspecified)	-6	-5
CCC(C(=O)Nc1cccc(C(=O)O)c1)c1ccccc1 (stereo unspecified)	-13	9
C[C@H]1CN([C@@H](C)CO)C(=O)c2cccc(NC(=O)C3CC3)c2O[C@H]1CN(C)S(=O)(=O)c1cccs1	-4	-9
C=C(C)/C=N/NC(=S)Nc1ccc(S(=O)(=O)N2CCOCC2)cc1	5	-16
COc1cc2[nH]c3c(=O)n4c(nc3c2cc1OC)SCCC4	1	20
Cc1ccc(NC(=O)NC(=O)COc2c(F)c(F)cc(F)c2F)c(C)c1	2	4

structure	H9c2 TAG inh	H9c2 TAG inh DAPI viability
O=Nc1c(O)n(Cc2c(Cl)cccc2Cl)c2ccccc12	6	-3
CN1CCN(CCCNC(=O)c2cc3c(=O)n(C)c4ccccc4c3s2)CC1	42	58
Cn1c(Cc2ccccc2)nnc1SCC(=O)N1CCN(c2ccccc2)CC1	-9	3
O=S1(=O)CCOC[C@H](c2ccccc2)N1Cc1cccc(Cl)c1	-14	13
CCOC(=O)C1(Cc2ccccc2C)CCCN(C(=O)c2ccc(CSC)o2)C1 (stereo unspecified)	-23	-4
O=C(O)Cc1sc(-c2ccccc2)nc1-c1cccs1	0	10
Cn1c(=O)c2cc(NC(=O)Nc3cccnc3)ccc2n1Cc1ccc(Cl)cc1	2	17
O=C(c1ccc(Cl)c(Cl)c1)N1CCC(=O)N(C(COCc2cccc(Cl)c2)Cc2ccccc2)CC1 (stereo unspecified)	2	-5
NC(=O)N1CCN(CCCN2c3ccccc3Sc3cc(Cl)ccc32)CC1	4	9
O=C(Oc1ccc2c(c1)OCC2=O)c1ccc(Cl)cc1	0	4
Cn1c(C(=O)NCC2CCCO2)cc2c(=O)[nH]c3ccccc3c21 (stereo unspecified)	7	4
COc1ccccc1N1CCN(C(=O)CSc2nc3ccccc3c(=O)n2CC2CCCO2)CC1 (stereo unspecified)	-4	-3

Quoted at random: 2 records from the list
structure	H9c2 TAG inh	H9c2 TAG inh DAPI viability
O=S1(=O)CCOC[C@H](c2ccccc2)N1Cc1cccc(Cl)c1	-14	13
Cn1c(=O)c2cc(NC(=O)Nc3cccnc3)ccc2n1Cc1ccc(Cl)cc1	2	17

Other records follow:
structure	H9c2 TAG inh	H9c2 TAG inh DAPI viability
Cc1ccc(OCCn2c(C)nc3ccccc32)cc1	-33	8
O=C(NC(c1ccc(Cl)cc1)c1cnccn1)C1CCN(Cc2cccc(C(F)(F)F)c2)CC1 (stereo unspecified)	2	-3
CCN(CC)CC(=O)Nc1sc(C)c(C)c1C(=O)c1ccc(C)cc1	-18	8
CCOc1ccc2c(c1)/C(=C(\C(Cl)=C(Cl)Cl)[N+](=O)[O-])N2	-7	3
COc1cccc(NC(=O)Cn2cnc3sc(C)c(S(=O)(=O)N4CCN(C)CC4)c3c2=O)c1	6	-6
[O-]/[N+](=C/c1cccnc1)c1ccc(Br)cc1	-2	6
CC(C)NC(=O)N(C)C[C@H]1Oc2ccc(NC(=O)Nc3ccc(C(F)(F)F)cc3)cc2C(=O)N([C@H](C)CO)C[C@@H]1C	9	-7
CCOC(=O)c1sc(N(C)C(C)=O)nc1C	-11	2
CC(=O)c1sc(-c2ccccc2Cl)nc1C	-7	-7
COc1ccc(Cl)cc1CC1(C)C(=O)Nc2ccc(-c3ccccc3OC)cc21 (stereo unspecified)	1	2
Cn1c(COc2ccccc2)nnc1SCc1cc(=O)[nH]c2ccccc12	8	-3
CC(=O)Nc1ccccc1C(=O)N1CCc2ccccc21	-5	-5

structure	H9c2 TAG inh	H9c2 TAG inh DAPI viability
Cc1cc(N)n(-c2ccc(S(=O)(=O)c3ccc(C(C)C)cc3)cc2)n1	-8	-12
O=C1N=C(N2CCN(Cc3ccccc3)CC2)S/C1=C/c1cccs1	-12	10
O=C(NC1C2CC3CC(C2)CC1C3)c1ccc(N2CCNCC2)c([N+](=O)[O-])c1 (stereo unspecified)	21	-23
Cc1nc(SCC(=O)N2CCNC2=O)c(C#N)c(C)c1C	-2	-5
O=C(CC1C(=O)NCCN1Cc1c(F)cccc1Cl)NCCCN1CCCC1=O (stereo unspecified)	-20	4
CC1=C(C(=O)OC2CCCCCCC2)C(c2cc3c(cc2Br)OCO3)CC(=O)N1 (stereo unspecified)	2	-12
CCN(CC)CC(=O)Nc1ccc(/C(C)=N/NC2=NCCN2)cc1	10	-1
CCCc1nn2c(=O)c(C(c3cccc(Cl)c3)c3c(O)nc4sc(CCC)nn4c3=O)c(O)nc2s1	0	6
Cc1ccc2nc(CCc3nc4ccc(C)cc4o3)oc2c1	-7	-1
CSc1nc2ccc(NC(=O)c3ccc(F)c(F)c3)cc2s1	12	8
CC(=O)NC(c1cc(F)c2cccnc2c1O)C1CC1 (stereo unspecified)	26	-14
C[N+]1(C)CC2=Cc3ccccc3CC2C1 (stereo unspecified)	-1	-2

structure	H9c2 TAG inh	H9c2 TAG inh DAPI viability
CCC(CC)c1nnc(NC(=O)c2ccc3ccccc3n2)s1	2	15
Cc1nc(=O)c(-c2ccccc2)c(C)n1-c1cccc(C(=O)O)c1	1	-2
CC(=O)N1CCN(S(=O)(=O)c2ccc(S(=O)(=O)NCC(C)C)cc2)CC1	1	8
O=C(CCCn1c(=S)[nH]c2cc3c(cc2c1=O)OCO3)N1CCN(c2ccc(Cl)cc2)CC1	10	12
COCCNC(=O)CSCc1cc(C)cc(C)c1	10	-2
COCCNC(=O)C1CC(c2cccc([N+](=O)[O-])c2)=NO1 (stereo unspecified)	3	3
COc1ccc(NS(=O)(=O)c2ccc(NC(=O)C3CC3)cc2)cc1	-22	-1
Cc1ccc(Oc2ncc(-c3ccc(Cl)cc3)cn2)cc1	-7	-12
O=C(N/N=C1/CC2CCC1C2)c1cc2ccccc2cc1O (stereo unspecified)	4	-10
C=CCNS(=O)(=O)c1nc(C)c(Cl)c(C)c1C#N	-4	1
O=C(Cc1ccccc1)Nc1ccc(N2CCOCC2)cc1N1CCOCC1	-9	6
Cc1ccccc1-c1nnc2c3ccccc3c(C)nn12	-9	7

structure	H9c2 TAG inh	H9c2 TAG inh DAPI viability
N#Cc1c(C(F)(F)F)cc(-c2ccccc2)[nH]c1=O	8	26
COc1ccc(OC)c(-n2c(SCC(C)=O)nnc2-c2cccc(S(=O)(=O)N(C)C)c2)c1	39	-18
CSc1ccc(/C=N/Nc2nc(C)cc(C)n2)cc1	8	-6
C=CCn1c(=O)c2ccccc2n2c(SCC(=O)Nc3cc(C)on3)nnc12	0	-3
CC(=O)c1nn(-c2cccc(Br)c2)cc1C(=O)c1ccc2ccccc2c1	-10	0
COc1cccc(-c2nc(-c3ccc(NC(=O)c4cccnc4)cc3)no2)c1	2	12
CCOC(=O)C(=N/O)/C(C)=N/NC(=O)C(=O)Nc1cc(Cl)ccc1Cl	12	-2
Cc1ccc(Nc2nc(Oc3ccc(OCc4ccccc4)nn3)nc(N3CCOCC3)n2)cc1	44	-12
CC(C)COC(=O)N(C)C[C@@H]1OCc2cnnn2CCCC(=O)N([C@H](C)CO)C[C@@H]1C	11	-3
Cc1ccccc1NC(=O)NC1CCCCC1C (stereo unspecified)	6	1
NNC(=O)c1cc2cc(OC(F)(F)F)ccc2[nH]1	6	7
COC(=O)C=C1CCC2C3CCC4=CC(=O)C(Br)CC4(C)C3C(=O)CC12C (stereo unspecified)	63*	-9.4*

structure	H9c2 TAG inh	H9c2 TAG inh DAPI viability
S=c1[nH]c(-c2ccccc2)cn1/N=C/c1cccs1	4	4
Cn1ccc2c([N+](=O)[O-])cccc2c1=O	19	-9
Cc1cc(C(=O)OCC(=O)NC(C)c2ccc(F)cc2)c(C)o1 (stereo unspecified)	1	-3
Clc1ccc(CSc2nnc([C@@H]3CCCN3)o2)cc1Cl	3	3
COC(C[C@H]1O[C@@H]1[C@@H](O)COCc1ccccc1)OC	-8	8
COC(=O)c1ccsc1NC(=O)CN1CCN(c2ccc(F)cc2)CC1	-131	5
O=c1[nH]c2cc(Cl)cc([N+](=O)[O-])c2c2ccc(Cl)cc12	22	-4
COC(=O)c1ccccc1N(C)C(=O)C12CCC(C)(C(=O)O1)C2(C)C (stereo unspecified)	3	-12
N#C/C(=C\c1cccnc1)C(=O)Nc1cccc(Cl)c1	7	-7
COC(=O)c1ccc(CNC(=O)c2ccc(S(=O)(=O)N(C)c3ccccc3OC)cc2)cc1	-59	-4
CC1CCN(C(=S)NC2CCCCC2)CC1	-3	2
c1ccc2cc(CNCc3cccc4ccccc34)ccc2c1	3	-1

structure	H9c2 TAG inh	H9c2 TAG inh DAPI viability
COc1cccc(CC(NC(C)=O)C(=O)NC2CCN(c3nc(C)cc(C)c3C#N)CC2)c1 (stereo unspecified)	7	2
COc1ccc(-c2noc(CCCC(=O)N3CCN(c4cc(C)ccc4C)CC3)n2)cc1	-9	3
CN(C(=O)CSc1ncnc2ccccc12)C1CCCCC1	6	-11
c1ccc2[nH]c(CCCc3nc4ccccc4[nH]3)nc2c1	0	-2
COc1ccc(N2CCN(C(=O)CN3C(=O)NC4(CCCc5ccccc54)C3=O)CC2)cc1 (stereo unspecified)	-5	0
O=C(O)C1CC=CCC1C(=O)NCCCN1CCCC1=O (stereo unspecified)	0	0
CC(OC(=O)c1cccnc1Cl)C(=O)NC1CCCCC1 (stereo unspecified)	-1	0
O=C(COC(=O)C1CC2C=CC1C2)Nc1ccc([N+](=O)[O-])cc1 (stereo unspecified)	-5	14
C[C@@H]1CN([C@@H](C)CO)S(=O)(=O)c2ccc(Br)cc2O[C@H]1CN(C)C(=O)C1CCC1	-10	-3
O=C1N=C(N2CCOCC2)S/C1=C\c1ccc(OS(=O)(=O)c2ccccc2)cc1	-7	0
CCc1nc2ccc(C(=O)Nc3ccc(OC)c(OC)c3)cn2c1N(C)Cc1nccs1	14	3
CN(CC1CCCO1)S(=O)(=O)c1ccc(C(=O)Nc2nnc(-c3ccccc3)o2)cc1 (stereo unspecified)	2	5

structure	H9c2 TAG inh	H9c2 TAG inh DAPI viability
CC(C)(C)c1ccc(C(=O)N2CCC(C(=O)NCc3ccco3)CC2)cc1	2	-8
Cc1ccc(C)c(OCC(=O)NNC(=O)c2ccc(=O)[nH]c2)c1	16	-5
COc1cc(OC)nc(Nc2nc(CN)cs2)n1	2	7
COc1ccc(C(=O)CSc2nc3ncccc3[nH]2)cc1OC	-2	-1
NNC(=O)c1cc2c(s1)CCCCCC2	8	-1
COc1ccc(S(=O)(=O)N2CC3CCCN3c3cc(C(F)(F)F)ccc32)cc1 (stereo unspecified)	-1	-10
Cc1ccc(N2CC(C(=O)OCc3ccc([N+](=O)[O-])cc3)CC2=O)cc1 (stereo unspecified)	3	-8
CC(C(=O)Nc1ccc2c(c1)OCO2)N(C)CC(=O)Nc1ccc(Cl)cc1 (stereo unspecified)	-3	6
COCc1cccc(-c2csc(C(O)c3ccc(F)c(F)c3)n2)c1 (stereo unspecified)	-15	0
CCN(C[C@H]1N[C@@](Cc2ccccc2)(C(=O)OC)[C@H]2C(=O)N(C)C(=O)[C@@H]12)S(=O)(=O)c1ccc(-c2ccccc2)cc1	4	-3
O=C(Nc1ccccc1-c1ccccc1)c1ccc(Br)o1	-1	0
N#Cc1c(=O)c2nc(NCCCO)ncc2n2c(=O)c3ccccc3[nH]c12	9	0

structure	H9c2 TAG inh	H9c2 TAG inh DAPI viability
O=C(OCC(=O)N1CCN(C(=O)c2ccco2)CC1)c1ccccc1O	-21	11
CC(OC(=O)c1cc(O)c2ccccc2c1O)C(=O)Nc1ccc(C(N)=O)cc1 (stereo unspecified)	-24	0
COc1ccc(C(C(=O)NC(C)(C)C)N(CC2CCCO2)C(=O)CCC(=O)Nc2cc(C)on2)cc1 (stereo unspecified)	50*	-4.4*
CC(=O)N(C)c1ccc(NC(=S)NCC(C)C)cc1	10	0
COc1ccc(COC[B-](F)(F)F)cc1	12	-4
COc1cc(OC)c(C(=O)NCc2cccnc2)cc1OC	-7	16
Cn1c(=O)oc2cc(S(=O)(=O)N3CCCC(C(=O)Nc4nccs4)C3)ccc21 (stereo unspecified)	-8	7
COc1cc(NC(=O)c2cccs2)ccc1NC(=O)c1ccco1	4	9
Cc1nn(C(C)(C)C)c(OC(=O)c2ccco2)c1Sc1ccccc1	-4	-9
Cc1ccc(S(=O)(=O)Nc2ccc3ncccc3c2[N+](=O)[O-])cc1	-7	1
CN1C2CCC1CC(NS(=O)(=O)c1ccc(C#N)cc1)C2 (stereo unspecified)	4	0
